From PubChem
tuberculosis growth = growth inhibition of non-replicating M. tuberculosis (AID 488890) | 0.39% of 320,000 active | Mycobacterium tuberculosis non-replicating, growth inhibition; higher % means a stronger effect | inhibition, % at 25 µM, or IC50 in µM where a hit was titrated; in the data active = a potency from the dose series; inconclusive = inhibition mostly from about 82% at the one dose, without a potency; inactive = the rest, 99 in 100 with inhibition below about 76%;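 note: plate controls were DMSO cells for no effect and high antibiotic wells for full effect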
M. tuberculosis HTS = M. tuberculosis growth inhibition, HTS (AID 449762); M. tuberculosis H37Rv growth inhibition, 7H9 media; higher % means a stronger effect; 0.59% of 330,000 active; inhibition, % at 25 µM, or IC50 in µM where a hit was titrated; in the data active = a potency from the dose series; inconclusive = inhibition above about 70% without an active follow-up result;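 note: bacterial growth assessed after seven days of incubation; strong numbers were not always called active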
Salmonella PhoP GFP = PhoP regulon inhibitors, Salmonella typhi PhoP promoter GFP reporter, confirmatory (AID 1850); 0.33% of 310,000 active; Salmonella Typhi PhoP-promoter GFP reporter, fluorescence, 4 h; higher % means a stronger effect; inhibition, % at 50 µM; hits with a dose series show IC50 in µM; in the data active = a potency from the dose series; inconclusive = inhibition mostly from about 25% at the one dose, without a potency; inactive = the rest, 99 in 100 with inhibition below about 19%;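 note: 0% = induced wells with vehicle and 100% = uninduced wells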
influenza NS1A = H1N1 influenza NS1A inhibitors, functional cell based assay (AID 504329); NS1A functional cell-based assay, percent inhibition; higher % means a stronger effect; inhibition, % at 12.5 µM, or IC50 in µM where a hit was titrated; 0.3% of 340,000 active; in the data active = a potency from the dose series; inconclusive = inhibition above about 27% without an active follow-up result; note: strong numbers were not always called active
inhibitors of VEEV = inhibitors of VEEV TC-83 cytopathic effect, confirmation, Vero cells (AID 588727); Vero cells, VEEV TC-83 cytopathic effect inhibition; higher % means a stronger effect; one-dose inhibition, % at 20 µM; IC50 in µM for titrated hits; 0.13% of 350,000 active; in the data active = a potency from the dose series; inconclusive = inhibition mostly from about 14% at the one dose, without a potency; inactive = the rest, 99 in 100 with inhibition below about 12%; note: strong numbers were not always called active
inhibitors of VEEV 10K pilot screen = also measured in inhibitors of VEEV; calls as there; inhibition, %; measured here: 10K pilot screen inhibition
* marks the source's active call; other numbers are inactive results; i = inactive; ? = inconclusive; nt = no result given.

SMILES	tuberculosis growth	M. tuberculosis HTS	Salmonella PhoP GFP	influenza NS1A	inhibitors of VEEV	others
COc1ccc(Cl)cc1NC(=O)CCc1ccccc1	55%	8%	6%	-5%	8.3%
C[C@@H]1COC(=O)[C@H](NC(=O)OCC2c3ccccc3-c3ccccc32)C/C=C\C[C@@H](CC(=O)N[C@@H](CO)Cc2ccccc2)C(=O)N1	70%	2%	nt	-6%	2.3%
CCN1C(=O)C2(C(C(=O)c3cc4ccccc4o3)=C(O)C(=O)N2CCCN2CCOCC2)c2ccccc21 (stereo not drawn)	-9%	-3%	-4%	-2%	2.5%
Cc1ccc(NC(=O)C2CCC(CNC(=O)[C@@H]3Cc4ccccc4CN3)CC2)cc1 (stereo partly drawn)	25%	2%	-8%	1%	1.5%
CC(=O)c1ccc(NC(=O)c2cccc(N3C(=O)c4ccccc4C3=O)c2)cc1	-5%	-3%	-8%	6%	6.9%
CC(=O)c1cccc(S(=O)(=O)N(C)C2CCN(C)CC2)c1	4%	-4%	13%	6%	i
COc1ccc(-n2ccn(CC(=O)Nc3ccccc3OC)c(=O)c2=O)cc1	-8%	-5%	6%	7%	1.0%
Cc1ccc(S(=O)(=O)n2cnc3cc([N+](=O)[O-])ccc32)c(C)c1	36%	11%	1%	-6%	2.1%
Cc1cc(N)nc(C)c1C#N	11%	-1%	-9%	-7%	0.5%
CCC(Sc1nnc(-c2ccc(C)c(Cl)c2)n1CC)C(=O)Nc1nccs1 (stereo not drawn)	51%	0%	-2%	0%	8.1%
CN1CCN(c2nc3c(c(=O)n(C)c(=O)n3C)n2Cc2ccccc2)CC1	-2%	6%	0%	-157%	i
Cc1cc(C)n(C(=O)C(C)N2C(=O)c3ccccc3C2=O)n1 (stereo not drawn)	6%	3%	5%	-14%	i
CC1(C)NC(=O)N(CC(=O)Nc2cc(C(F)(F)F)cc(C(F)(F)F)c2)C1=O	3%	-14%	-12%	-5%	0.9%
COc1ccccc1CNC(=O)c1ccc(S(=O)(=O)N(C)C)cc1	0%	-10%	-7%	-9%	i
CCOC(=O)c1cccc(NC(=O)CN2C(=O)C3C4C=CC(C4)C3C2=O)c1 (stereo not drawn)	0%	-8%	-5%	-12%	0.3%
COc1cccc(Cn2c(OCC3CCCO3)nc3c2c(=O)n(C)c(=O)n3C)c1 (stereo not drawn)	15%	7%	-4%	-2%	0.4%	inhibitors of VEEV 10K pilot screen=0.5
CCSc1nnc2c(Cl)cc(Cl)cn12	-6%	0%	7%	-5%	0.2%
COc1ccc(CCN=C2SCC(=O)N2C)cc1OC	-5%	6%	-17%	0%	0.1%
COC(=O)CC1=C(C(=O)OC)C(c2ccc3c(c2)OCO3)C(C#N)=C(N)O1 (stereo not drawn)	7%	10%	3%	-6%	0.1%
CCOc1ccc(C2=Nn3c(nnc3-c3ccc(OC)cc3)SC2)cc1	16%	6%	3%	0%	3.0%
CSc1nc(O)c(C(c2ccc(C)cc2)c2c(O)nc(SC)[nH]c2=O)c(=O)[nH]1	10%	7%	7%	-5%	i
O=C(NCc1ccccc1)C1CCN(c2nc(-c3ccccc3)nc3c2CCC3)CC1	20%	0%	14%	-7%	6.8%
O=C(Nc1cc(S(=O)(=O)N2CCOCC2)ccc1O)c1ccc(S(=O)(=O)N2CCCCC2)cc1	-1%	-8%	nt	-14%	1.1%
Cc1ccccc1N1C(=O)CC1(C#N)c1ccc(OCc2ccccc2)cc1 (stereo not drawn)	53%	9%	-8%	-9%	i
Cc1ccc(OCCOC(=O)Cn2nc(C)c([N+](=O)[O-])c2C)cc1	4%	0%	-10%	0%	2.0%
COc1cc(C(C)=NNC(=O)c2ccncc2)ccc1O	nt	nt	nt	-6%	1.3%
CC(/C=N/Nc1nnc(C)c(=O)[nH]1)=C\c1ccccc1	13%	5%	7%	0%	i
O=C(CCc1c[nH]c2ccccc12)NC(Cc1ccccc1)C(=O)O (stereo not drawn)	-7%	2%	-3%	-3%	i
CCN(Cc1ccccc1)C(=O)Cc1ccc(OC)c(S(=O)(=O)N2CCOCC2)c1	-7%	-7%	6%	-4%	2.4%
O=C(/C=C/c1cccc(C(F)(F)F)c1)OCC(=O)N1CCN(c2ccccc2)CC1	48%	50%	nt	-4%	1.2%
OCC[C@@H]1C[C@@H](O)[C@H](O)[C@@]2(Cc3ccccc3CO2)O1	-4%	9%	7%	-19%	1.5%
COC(=O)c1cc(C)[nH]c2c(C)cc3nc4ccccc4c3c12	13%	6%	-1%	-18%	5.9%
O=C(COC(=O)C1CCN(/C=C/C(=O)C(F)(F)F)CC1)Nc1ccccc1	16%	11%	-2%	-2%	0.3%
O=c1[nH]c2cc([N+](=O)[O-])c([N+](=O)[O-])cc2[nH]c1=O	-7%	6%	-5%	5%	0.9%	inhibitors of VEEV 10K pilot screen=0.2
COc1ccc(-c2cc(=O)[nH]c(N3CCN(Cc4ccccc4)CC3)n2)cc1	15%	-3%	-4%	3%	1.5%
N#C/C(=C(/O)c1ccc(Cl)c([N+](=O)[O-])c1)c1nc2ccccc2[nH]1	2%	58%	11%	-1%	2.9%
Cc1ccc(C2CC(c3cccs3)=NN2C(=O)CSc2nc(=O)n3cc(C)ccc3n2)cc1 (stereo not drawn)	36%	70%	7%	-16%	i
COC(=O)c1ccc(OC(=O)CS(=O)c2ccccc2[N+](=O)[O-])cc1 (stereo not drawn)	26%	39%	-6%	11%	1.0%	inhibitors of VEEV 10K pilot screen=2.1
CC(C)Oc1ccc(CCC(=O)N/N=C/c2ccncc2)cc1	14%	9%	-7%	nt	0.0%
CCN1CCN(c2ccc(S(=O)(=O)N3CCOCC3)cc2NC(=O)c2ccc(C)c(C)c2)CC1	-4%	5%	1%	-3%	4.5%
COC(=O)c1c(NC(=O)C(=O)NCCCN2CCOCC2)sc2c1CCCC2	16%	0%	-2%	-8%	i
O=C(NCCc1c[nH]c2ccccc12)/C(=C/c1ccco1)NC(=O)c1ccco1	7%	-3%	-5%	4%	1.6%
C=CC[C@H](CC(=O)NCCO)C(=O)N[C@@H](COC(=O)[C@H](CC=C)CC(=O)OC(C)(C)C)Cc1ccccc1	9%	2%	nt	-11%	0.4%
COc1cc([N+](=O)[O-])ccc1NC(=O)CN1CCN(C(=O)c2ccco2)CC1	9%	6%	-4%	1%	0.5%
CCn1cc(S(=O)(=O)NC2CCCCC2)cn1	-9%	6%	-16%	-2%	3.1%
CCc1n[nH]c2c1C(=O)CC(C)(C)C2	-2%	4%	-6%	3%	i
O=C(NNC(=O)C1CC(=O)N(Cc2ccccc2)C1)c1ccc(F)cc1 (stereo not drawn)	-17%	0%	1%	-11%	2.0%
Cc1ccc(S(=O)(=O)N2CCN(C(=O)CCCOc3cccc(C)c3)CC2)cc1	-2%	-10%	nt	-1%	1.2%
O=C1C=C(O)CC(c2cccs2)C1 (stereo not drawn)	44%	12%	-12%	-14%	i
Cc1nc2ccccc2n1CC(=O)NC1CCCC1	41%	1%	5%	-11%	0.2%
CCc1ccc(/C=C2\SC(N3CCOCC3)=NC2=O)cc1	18%	-5%	-14%	-5%	3.2%
Cc1ccc(C(=O)NCC(=O)N2CCCC(C(F)(F)F)C2)s1 (stereo not drawn)	-14%	-5%	3%	0%	0.6%
CCOC(=O)C1(Cc2ccccc2)CCN(Cc2nccn2CC)CC1	31%	0%	-3%	-3%	i
COc1ccc2c(c1)c1nc3ccccc3nc1n2CCCN1C(=O)c2ccccc2C1=O	-29%	4%	6%	-1%	1.9%
CSc1ncc(CN2CCC(C(=O)Nc3cccc(-c4cscn4)c3)CC2)cn1	61%	5%	0%	4%	5.0%
Cc1ccc(S(=O)(=O)N2CCN(Cc3nc4ccccc4n3C)CC2)cc1	46%	-10%	-4%	-5%	0.4%
COc1ccc(C(C)=O)cc1COC(=O)[C@H](Cc1ccccc1)NC(=O)c1ccco1	15%	-3%	nt	46%	8.8%
CCNc1ccccc(-c2ccc3ccccc3n2)c1=O	-6%	2%	-15%	-10%	0.4%
Cc1cc(CNCCN(C)C)c(C)n1-c1cc(S(=O)(=O)N2CCOCC2)ccc1N1CCCC1	nt	nt	nt	5%	0.5%
O=C(CSc1ccc(-c2ccccc2)nn1)c1cccs1	63%	5%	7%	3%	2.2%
Next part
SMILES	tuberculosis growth	M. tuberculosis HTS	Salmonella PhoP GFP	influenza NS1A	inhibitors of VEEV	others
COC(=O)c1ccsc1NC(=O)c1cccc(OC)c1	59%	0%	1%	-10%	5.2%
Cc1ccc2[nH]c(=O)c(CN(CCc3ccccc3)Cc3nnnn3CC3CCCO3)cc2c1 (stereo not drawn)	38%	0%	-6%	-8%	7.9%
COC(=O)c1ccc(NC(=O)COc2ccc(S(=O)(=O)NC(C)C)cc2)cc1	-6%	-7%	-23%	2%	i
O=C(Nc1ccc2nc(-c3cccnc3)[nH]c2c1)C1CCCCC1	5%	1%	3%	-11%	11%
NS(=O)(=O)c1ccc(NC(=O)CN2CCN(Cc3ccccc3)CC2)cc1	6%	-4%	5%	-6%	2.0%
CC1CCN(C(=O)c2cc3nc(C4CC4)cc(C(F)(F)F)n3n2)CC1	1%	-5%	2%	1%	3.6%
O=C(NC(=S)N1CCCc2ccccc21)c1ccccc1	?	2%	-25%	-30%	0.9%
COc1ccc(C[C@H]2CN3C(=NC[C@@H]3C(C)C)N2CCNC(=O)c2ccc(C)c(Br)c2)cc1	?	68%	-2%	8%	i
Cc1cccc(-n2nc3c(c2NC(=O)CCC2CCCCC2)CS(=O)C3)c1C (stereo not drawn)	nt	2%	-1%	17%	0.6%
CC(=O)c1cccc(NC(=O)N2CCN(S(C)(=O)=O)CC2)c1	-4%	2%	-5%	-6%	0.8%
COC(=O)c1cnn(-c2ccccc2)c1-n1cccc1C=O	-11%	-9%	4%	3%	i
c1ccc(-c2cc3ccccc3nc2N2CCCC2)cc1	24%	4%	13%	-19%	0.8%

Seven records drawn at random from the list so far, as already listed:
SMILES	tuberculosis growth	M. tuberculosis HTS	Salmonella PhoP GFP	influenza NS1A	inhibitors of VEEV	others
COC(=O)c1ccc(NC(=O)COc2ccc(S(=O)(=O)NC(C)C)cc2)cc1	-6%	-7%	-23%	2%	i
Cc1cccc(-n2nc3c(c2NC(=O)CCC2CCCCC2)CS(=O)C3)c1C (stereo not drawn)	nt	2%	-1%	17%	0.6%
COC(=O)c1cnn(-c2ccccc2)c1-n1cccc1C=O	-11%	-9%	4%	3%	i
c1ccc(-c2cc3ccccc3nc2N2CCCC2)cc1	24%	4%	13%	-19%	0.8%
CC1CCN(C(=O)c2cc3nc(C4CC4)cc(C(F)(F)F)n3n2)CC1	1%	-5%	2%	1%	3.6%
Cc1ccc2[nH]c(=O)c(CN(CCc3ccccc3)Cc3nnnn3CC3CCCO3)cc2c1 (stereo not drawn)	38%	0%	-6%	-8%	7.9%
CC(=O)c1cccc(NC(=O)N2CCN(S(C)(=O)=O)CC2)c1	-4%	2%	-5%	-6%	0.8%

The results go on:
SMILES	tuberculosis growth	M. tuberculosis HTS	Salmonella PhoP GFP	influenza NS1A	inhibitors of VEEV	others
COCCN1C(=O)N[C@@H](CCc2ccccc2)[C@@H](C(=O)OC)[C@H]1C	-3%	6%	-5%	-9%	0.2%
CC(C)Oc1ccc(C(=O)OCC(=O)N2CCCc3ccccc32)cc1	25%	37%	6%	-3%	3.7%
O=C(CSc1nnc(-c2cccc(Br)c2)o1)N1CCOCC1	?	55%	-1%	-5%	6.2%
CC1CCCN(c2c([N+](=O)[O-])cc(C(=O)O)cc2[N+](=O)[O-])C1 (stereo not drawn)	34%	-8%	-1%	-6%	0.4%
O=C(OCc1ccc(Br)cc1)c1cccnc1	?	42%	11%	1%	2.0%
CC(=O)c1ccc(OC(C)C)c(Cc2c(O)[nH]c(=S)[nH]c2=O)c1	-2%	0%	-5%	-18%	1.3%
CC(C)C(NC(=O)c1c(F)cccc1F)C(=O)NNC(=O)c1ccccc1 (stereo not drawn)	4%	-8%	nt	-10%	0.8%
CCOc1ccc(OCCNC2CCCC2)cc1	16%	-3%	7%	2%	i
Cc1nonc1C1CCCN1C(=O)c1cc(COc2ccc(F)cc2Cl)on1 (stereo not drawn)	39%	-2%	0%	-3%	i
CC(NC(=O)C(=O)N1CCCCC1)C(c1cccs1)N1CCN(Cc2ccccc2)CC1 (stereo not drawn)	-5%	-1%	-1%	2%	0.5%
O=[N+]([O-])c1ccc(N2CCN(S(=O)(=O)c3ccc(Cl)cc3)CC2)cc1NCC1CCCO1 (stereo not drawn)	16%	2%	1%	28%	i
O=C(O)CCc1ccc(-c2cccs2)n1CC(=O)Nc1ccccc1C(F)(F)F	7%	1%	-6%	-12%	0.4%
